# BAZ2B block: inhibitors of human BAZ2B bromodomain. Q9UIF8. AlphaScreen BAZ2B-H3K14Ac peptide displacement. Potency, µM (doses to about 114 µM), without a hit: top-dose activity change, negative = inhibition, actives largely listed as inhibitors. 360,000 compounds, 4.4% hits; note: potency is the fitted concentration of half-maximal effect; % is set by controls: 0 for no effect and ±100 for the full control effect; nearly all actives have a fitted effect of over 60% in size
#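 AlphaScreen displacement of biotin-H3(5-23)K14Ac peptide (50 nM final) from BAZ2B (50 nM final) in PBS pH 7.4, 0.01% Tween-20; complex preformed 30 min RT, then compounds (top 110 uM) 30 min RT, beads 20 min dark.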
# POLH inh: DNA polymerase eta (human) inhibition; Q9Y253; recombinant Pol eta, fluorescent DNA replication assay; Potency, µM (titrated, usually from 114 µM), for inactives: at the highest dose activity change, negative = inhibition, actives largely listed as inhibitors; 390,000 compounds, 1.2% hits; AID 588591; note: potency is the fitted concentration of half-maximal effect; % is set by controls: 0 for no effect and ±100 for the full control effect
#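 Fluorescent replication assay: 50 nM final substrate added after a 15 min room-temperature compound preincubation with 10 nM enzyme. Signal taken at 0 min and again at 10 min.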
# G9a inh: blocks human histone lysine methyltransferase G9a | Q96KQ7 | Potency, µM (top dose mostly 102 µM), for the others: top-dose activity, negative = inhibition, most hits filed as inhibitors | AID 504332 | G9a H3K9 monomethylation, AlphaScreen, 2 h | 350,000 compounds, 8.8% hits; note: potency is the fitted concentration of half-maximal effect; % is set by controls: 0 for no effect and ±100 for the full control effect; nearly all actives have a fitted effect of over 75% in size
#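 Methyltransferase reactions run at room temperature for 2 h (20 nM enzyme, 500 nM biotin-H3K9 peptide, 20 uM SAM) after a 15 min compound preincubation; product detected by AlphaScreen beads and anti-H3K9me1 antibody.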
# JMJD2A Tudor inh: inhibitors of human JMJD2A Tudor domain; 390,000 compounds, 4.4% hits; O75164; Potency, µM (doses to about 114 µM), for the others: at the highest dose activity change, negative = inhibition, actives largely listed as inhibitors; AID 504339; AlphaScreen JMJD2A-Tudor / H3K4me3 peptide binding; note: potency is the fitted concentration of half-maximal effect; % is set by controls: 0 for no effect and ±100 for the full control effect; nearly all actives have a fitted effect of over 50% in size
# GLS inhibitor: glutaminase GLS (human) inhibition; O94925; GLS enzymatic activity, qHTS titration; Potency, µM (series often up to 45.5 µM), for the others: at the top dose activity change, negative = inhibition, most hits filed as inhibitors; 410,000 compounds, 0.21% hits; note: potency is the fitted concentration of half-maximal effect; % is set by controls: 0 for no effect and ±100 for the full control effect
#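 hKGA in 45 mM KH2PO4 pH 8.2, 0.02% Tween-20 with pin-transferred compounds; 1 mM L-glutamine (stock) plus glutamate oxidase/HRP/Amplex Red coupling added. Fluorescence read initially and after 30 min at RT.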
# HP1b binding inh: HP1-beta chromodomain-methylated histone interaction inhibition | P83916 | 390,000 compounds, 0.56% hits | AlphaScreen HP1-beta / biotin-H3K9me3 peptide binding | AID 540317 | Potency, µM (top dose mostly 114 µM), for the others: top-dose activity change, negative = inhibition, hits mostly inhibitors; note: potency is the fitted concentration of half-maximal effect; nearly all actives have a fitted effect of over 70% in size; inactives centre near 23
#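 HP1-beta protein (50 nM final) preincubated 30 min at room temperature with biotinylated H3(1-18)K9me3 peptide (50 nM) in PBS pH 7.4, 0.01% Tween-20, then compound added for 30 min. AlphaScreen streptavidin donor/nickel chelate acceptor beads (10 ug/mL final), 30 min dark, luminescence read.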
# PGK inhibitor: blocks T. brucei phosphoglycerate kinase. Potency, µM (series often up to 57.5 µM), without a hit: at the highest dose activity change, negative = inhibition, hits mostly inhibitors. P07378. 380,000 compounds, 0.043% hits. PGK/GAPDH coupled, Kinase-Glo luminescence, 60 min; note: potency is the fitted concentration of half-maximal effect; % is set by controls: 0 for no effect and ±100 for the full control effect; nearly all actives have a fitted effect of over 60% in size
# Target sequence (P07378 whole entry, looked up): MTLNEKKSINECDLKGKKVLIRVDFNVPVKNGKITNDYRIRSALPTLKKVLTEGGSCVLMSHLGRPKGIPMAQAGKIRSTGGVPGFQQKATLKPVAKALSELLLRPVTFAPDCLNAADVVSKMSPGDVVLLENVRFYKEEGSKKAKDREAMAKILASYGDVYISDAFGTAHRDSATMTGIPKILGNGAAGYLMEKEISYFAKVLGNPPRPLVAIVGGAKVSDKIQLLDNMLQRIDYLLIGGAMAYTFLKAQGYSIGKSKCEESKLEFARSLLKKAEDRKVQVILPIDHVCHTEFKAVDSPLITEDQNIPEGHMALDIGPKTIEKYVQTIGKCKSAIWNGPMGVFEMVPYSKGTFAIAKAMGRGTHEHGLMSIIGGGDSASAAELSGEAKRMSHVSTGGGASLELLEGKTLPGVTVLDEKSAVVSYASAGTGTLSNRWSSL
#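 Luminescent ATP detection (Kinase-Glo Plus) follows a 60-minute room-temperature incubation, with wells lacking PGK as controls. Buffer: 100 mM TEA (pH 7.6), 5 mM MgCl2, 0.01% Tween-20. Coupling enzyme GAPDH (100 nM final) supplies unstable 1,3-BPG in-well.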
# Pin1 inh: human Pin1 inhibition; Q13526; Pin1 FP peptide displacement, HiFluor488, 10 min; Potency, µM (doses to about 115 µM), without a hit: top-dose activity, negative = inhibition, hits mostly inhibitors; 390,000 compounds, 0.009% hits; AID 504891; active = well fitted inhibition curve with a large enough effect in the polarisation, with a control signal flat, not every such curve was filed as active; inconclusive = small, poorly fitted or top-dose-only effect, or effect the other way, or a change in a side signal; inactive = no such curve, though single readings can be large or run the other way; the % refers to the polarisation; note: potency is the fitted concentration of half-maximal effect; % is set by controls: 0 for no effect and ±100 for the full control effect
# Target sequence (Q13526 whole entry, looked up): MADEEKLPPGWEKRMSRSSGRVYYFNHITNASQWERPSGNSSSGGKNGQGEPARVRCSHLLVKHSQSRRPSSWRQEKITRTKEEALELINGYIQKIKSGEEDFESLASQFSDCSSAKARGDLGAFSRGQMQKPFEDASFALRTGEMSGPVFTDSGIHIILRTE
# PI4K2A inh: blocks human PI4K2A kinase activity; Q9BTU6; purified PI4K2A, ADP-Glo luminescence, 1 h; hits give low values; activity change, negative = inhibition, % at 76.9 µM; 420,000 compounds, 0.13% hits; in the data active = activity change below about -50%; inconclusive = mostly about -30% to -49%;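 note: -100% = wells without enzyme as full effect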
# Target sequence (Q9BTU6 whole entry, looked up): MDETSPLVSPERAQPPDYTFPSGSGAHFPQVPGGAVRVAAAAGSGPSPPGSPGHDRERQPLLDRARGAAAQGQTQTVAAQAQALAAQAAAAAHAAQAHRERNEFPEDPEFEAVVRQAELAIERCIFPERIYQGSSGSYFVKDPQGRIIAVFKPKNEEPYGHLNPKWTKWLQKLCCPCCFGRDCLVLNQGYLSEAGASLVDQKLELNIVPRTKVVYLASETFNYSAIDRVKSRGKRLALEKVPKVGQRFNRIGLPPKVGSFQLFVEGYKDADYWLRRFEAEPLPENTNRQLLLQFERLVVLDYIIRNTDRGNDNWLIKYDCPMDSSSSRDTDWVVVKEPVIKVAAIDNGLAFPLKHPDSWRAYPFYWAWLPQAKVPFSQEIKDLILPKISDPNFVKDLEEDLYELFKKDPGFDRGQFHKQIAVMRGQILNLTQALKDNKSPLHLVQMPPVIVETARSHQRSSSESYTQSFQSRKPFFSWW
#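 In this quantitative HTS, ADP production by PI4K2A was quantified luminescently after 1 h at ambient temperature; 100 microM adenosine served as plate-quality control.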
# Numbers without * were called inactive; i = inactive; ? = inconclusive; . = no result given; [ ] = dose if it differs, or a comment. Unless noted, calls come from the whole dose curve; as a rule, active = well fitted curve in the direction sought with a large enough effect; inconclusive = small, poorly fitted or top-dose-only effect, or another doubt; inactive = no such curve, though single readings can be large; an effect the other way counts as inactive or inconclusive.
BAZ2B block	POLH inh	G9a inh	JMJD2A Tudor inh	GLS inhibitor	HP1b binding inh	Structure	PGK inhibitor	Pin1 inh	PI4K2A inh
7%	-3%	101%[activator]	-10%	2%	7%	CCc1nc(SCC(=O)Nc2ccc(F)cc2F)c2c(=O)n(C)c(=O)n(C)c2n1	-1%	-3%	-2
-1%	-7%	14%	-14%	-10%	27%	COc1ccccc1-c1cc(C(=O)NC2CCN(C)CC2)c2ccc(Cl)c(C)c2n1	i	-5%	1
3%	2%	5%	-16%	-3%	52%[activator]	O=C(NCC1COc2ccccc2O1)c1cn(Cc2ccc(F)cc2)nn1 (stereo not given)	-3%	8%	-2
6%	0%	-2%	-13%	31%[activator]	8%	CC(=O)c1coc2ccc(OCCN3CCCCC3)cc12	-3%	2%	1
-30%	-3%	-5%[0.501 µM]	-22%	4%	5%	Cc1ccc(CNS(=O)(=O)c2ccc([N+](=O)[O-])cc2)cc1	5%	0%	1
?	-11%	?	5%	-16%	40%[activator]	COc1ccccc1NC(=O)CSc1nnc(-c2ccc(NC(C)=O)cc2)n1C	-12%	0%	12
.	-10%	.	2%	-3%	32%	Cc1ccc(F)cc1NC(=O)c1ccc(OCC2CCCO2)cc1 (stereo not given)	2%	1%	-6
.	5%	.	-5%	11%	0%	Oc1ccc(Cl)cc1CNC1CCCCC1	1%	1%	-2
-23%	-14%	4%	-6%[11.4 µM]	-2%	47%[activator]	CC(C)CN1CC(C(=O)O)CC1=O (stereo not given)	-2%	5%	-2
-16%	9%	2%[59 µM]	11%	2%	28%	Cc1ccc(N(C(=O)c2snc(C(N)=O)c2N)C(C(=O)NCCC(C)C)c2ccco2)cc1 (stereo not given)	1%	12%	6
4%	-9%	.	-11%	-4%	1%	COC(=O)C1(C)NC(c2ccccc2F)C2C(=O)N(c3ccccc3)C(=O)C21 (stereo not given)	-6%	-5%	-8
5%	2%	21%	-24%	-11%	-9%	C/C(=N\NC(=O)c1cc(-c2ccc(Cl)s2)[nH]n1)c1ccncc1	-3%	5%	-3
-37%	-9%	.	-13%	-1%	34%	COc1ccccc1N(Cc1cc2ccc(C)cc2[nH]c1=O)C(C)=O	-8%	4%	-6
-3%	-12%	.	-14%	6%	32%	COCCN(Cc1nc(-c2ccc(-c3ccccc3)cc2)oc1C)C(C)C	1%	3%	0
6%	-22%	11%[59 µM]	-8%	-2%	35%	C/C(=N\NC(=O)c1ccc(C)cc1C)c1ccc(-n2ccnc2)cc1	1%	4%	-1
-22%	-11%	6%	3%	-7%	27%	CC1(C)CC(=O)C2=C(C1)N(c1ncn[nH]1)C(N)=C(C#N)C2c1ccccc1 (stereo not given)	i	-2%	0
?	-12%	-30%[59 µM]	-31%	-10%	10%	CCN1CCN(C(=O)Cn2ncc3c4ccccc4n(Cc4c(C)cc(C)cc4C)c3c2=O)CC1	-9%	16%	1
1%	-4%	?	-3%	5%	?	COc1ccc(CCNC(=O)CN(c2ccc(OC)c(OC)c2)S(=O)(=O)c2ccc(C)cc2)cc1	-2%	5%	0
-15%	-14%	-44%[59 µM]	-21%	3%	22%	COc1ccc(/C=C/c2ccccc2)cc1[C@H]1[C@@H]2C=CCC[C@@]2(C)C(=O)N1Cc1ccccc1	8%	4%	-1
-29%	79µM*	?	?	-25%	5%	COc1ccc(/C=C(\C#N)c2nc3ccccc3[nH]2)cc1O	-8%	-3%	9

# Ordered by number of heavy atoms (low to high): some entries from above.
BAZ2B block	POLH inh	G9a inh	JMJD2A Tudor inh	GLS inhibitor	HP1b binding inh	Structure	PGK inhibitor	Pin1 inh	PI4K2A inh
-23%	-14%	4%	-6%[11.4 µM]	-2%	47%[activator]	CC(C)CN1CC(C(=O)O)CC1=O (stereo not given)	-2%	5%	-2
-30%	-3%	-5%[0.501 µM]	-22%	4%	5%	Cc1ccc(CNS(=O)(=O)c2ccc([N+](=O)[O-])cc2)cc1	5%	0%	1
.	-10%	.	2%	-3%	32%	Cc1ccc(F)cc1NC(=O)c1ccc(OCC2CCCO2)cc1 (stereo not given)	2%	1%	-6
-37%	-9%	.	-13%	-1%	34%	COc1ccccc1N(Cc1cc2ccc(C)cc2[nH]c1=O)C(C)=O	-8%	4%	-6
3%	2%	5%	-16%	-3%	52%[activator]	O=C(NCC1COc2ccccc2O1)c1cn(Cc2ccc(F)cc2)nn1 (stereo not given)	-3%	8%	-2
4%	-9%	.	-11%	-4%	1%	COC(=O)C1(C)NC(c2ccccc2F)C2C(=O)N(c3ccccc3)C(=O)C21 (stereo not given)	-6%	-5%	-8
-1%	-7%	14%	-14%	-10%	27%	COc1ccccc1-c1cc(C(=O)NC2CCN(C)CC2)c2ccc(Cl)c(C)c2n1	i	-5%	1
1%	-4%	?	-3%	5%	?	COc1ccc(CCNC(=O)CN(c2ccc(OC)c(OC)c2)S(=O)(=O)c2ccc(C)cc2)cc1	-2%	5%	0

# The listing continues:
BAZ2B block	POLH inh	G9a inh	JMJD2A Tudor inh	GLS inhibitor	HP1b binding inh	Structure	PGK inhibitor	Pin1 inh	PI4K2A inh
79µM*	9%	-25%[59 µM]	-7%	-6%	6%	COc1ccccc1CNC(=O)CCn1c(=O)c2ccccc2n(CC(=O)Nc2cccc(Cl)c2)c1=O	-3%	9%	2
3%	-18%	2%[59 µM]	2%	-16%	19%	O=C(Nc1cccnc1Oc1ncnc2cc(Cl)ccc12)c1ccc(F)cc1	i	5%	1
1%	-14%	-8%	-3%	9%	21%	O=C(CS(=O)(=O)c1cn(CC(=O)N2CCOCC2)c2ccccc12)Nc1ccccc1F	i	-1%	1
56%[activator]	-6%	98%[activator]	90%[activator]	-8%	68%[activator]	CC(C)(C)c1ccc(C(=O)Nc2ccccc2Cl)cc1	-7%	?	-1
-1%	-15%	?	8%	2%	46%[activator]	Cc1ccc(C(=O)CSc2nnc(C)s2)cc1	-6%	-5%	-1
-2%	-8%	10%[59 µM]	-13%	1%	25%	O=S1(=O)c2ccccc2N(Cc2cccc(F)c2)c2ccccc21	-1%	10%	2
2%	-16%	2%[0.501 µM]	20%	14%	43%[activator]	COc1ccc(C)cc1C1=CC(=O)C[C@H](c2ccc(F)cc2)C1	-6%	2%	-4
.	-8%	.	-24%	0%	20%	O=C(NCCCCc1ccccc1)c1cccc(NC(=O)C2CCCCC2)c1	i	0%	0
-38%	-11%	-28%	-12%	-2%	17%	O=C(Cn1nnc2ccccc2c1=O)N1CCOCC1	-5%	-6%	-24
10%	1%	.	4%	-2%	42%[activator]	COc1cccc(NC(=O)Cc2ccc3ccccc3c2)c1	3%	1%	3
3%	-9%	-12%[12.7 µM]	-5%	28%	33%[activator]	CCc1nnc(NC=C2C(=O)OC(C)(C)OC2=O)s1	.	7%	3
32%	-21%	?	-22%	-5%	83%[activator]	CCOc1ccc(C2c3c(oc4ccc(C)cc4c3=O)C(=O)N2Cc2ccc3c(c2)OCO3)cc1OC (stereo not given)	-1%	-9%	1
-10%	4%	79µM*	-26%	3%	44%	CC1=C(C(=O)OCc2ccccc2)C(c2ccccc2)NC(=O)N1CCCCCC(=O)O (stereo not given)	-9%	-6%	-3
?	-26%	?	-14%[11.4 µM]	-3%	12%	COc1ccc(CN(C)CC(=O)Nc2sc3c(c2C#N)CCC3)c(OC)c1	4%	29%	1
0%	-10%	2%[59 µM]	-8%	1%	32%	COc1ccc(CNC(=O)Cc2c(C)c3c(cc(C)c4c(C)coc43)oc2=O)cc1OC	7%	1%	1
-3%	-11%	3%[59 µM]	-21%	0%	1%	Cc1cccc(-n2nnc(-c3nc(-c4cccs4)no3)c2N)c1	i	?	0
1%	-11%	5%	6%	4%	17%	Cn1cc(CN2CCC(n3nccc3NC(=O)c3ccccc3Cl)CC2)cn1	5%	-7%	5
-7%	-4%	?	-10%	2%	42%[activator]	O=S(=O)(Cc1ccc(Cl)cc1)N1CCN(Cc2ccccc2)CC1	i	7%	2
-6%	-2%	12%	-1%	3%	48%[activator]	O=C(N[C@@H]1C[C@H]2CC[C@@H]1C2)c1ccco1	-8%	-14%	-1
-14%	0%	-5%	-14%	8%	23%	COc1c(OC(C)=O)ccc(/C=N\NC(=O)c2ccc(Br)cc2)c1[N+](=O)[O-]	i	-2%	3

# The list continues:
BAZ2B block	POLH inh	G9a inh	JMJD2A Tudor inh	GLS inhibitor	HP1b binding inh	Structure	PGK inhibitor	Pin1 inh	PI4K2A inh
-7%	6%	?	-6%	4%	11%[57 µM]	O=C(COc1cccc(F)c1)Nc1ccc2[nH]c(=O)[nH]c2c1	2%	24%	-5
-8%	-10%	11%[59 µM]	8%	-6%	35%	Cc1nn2c(COc3ccc(NC(=O)C(C)C)cc3)nnc2c2ccccc12	-1%	-1%	0
-16%	-9%	23%	?	-8%	25%	COCc1cc(C)nc(SCC(=O)Nc2ccc3c(c2)OCCO3)c1C#N	i	0%	-3
-14%	-6%	9%	0%[11.4 µM]	-10%	14%	CC(=O)c1c(C)[nH]c(C(=O)Nc2cc(S(=O)(=O)N(C)C)ccc2C)c1C	i	12%	2
.	.	-28%[59 µM]	-27%	0%	0%	CCN(CC)CCCNC(=O)c1nn(-c2ccc(C)cc2)c(=O)c2c1c1ccccc1n2C	.	1%	0
0%	-3%	8%	-5%	3%	22%	CC(=O)NC(Cc1ccc(O)cc1)C(=O)NN (stereo not given)	2%	0%	-4
11%	-17%	28%[59 µM]	-1%	14%	17%[57 µM]	CCN(Cc1ccccc1)S(=O)(=O)c1ccc2c(c1)CCCN2C(C)=O	i	1%	1

# These rows are one share of the data. The share of hits here may be higher or lower than overall.
